Screening data deposited in PubChem by Southern Research Specialized Biocontainment Screening Center.
VEEV TC-83 Vero: inhibitors of VEEV TC-83 cytopathic effect, confirmation, Vero cells (AID 588727). Vero cells, VEEV TC-83 cytopathic effect inhibition; higher % means a stronger effect. inhibition, % at 20 µM, or IC50 in µM where a hit was titrated. actives 0.13% (n = 350,000); in the data active means a potency from the dose series; inconclusive means inhibition mostly from about 14% at the one dose, without a potency; inactive means the rest, 99 in 100 with inhibition below about 12%; further: strong numbers were not always called active
tuberculosis growth: growth inhibition of non-replicating M. tuberculosis (AID 488890); Mycobacterium tuberculosis non-replicating, growth inhibition; higher % means a stronger effect; inhibition, % at 25 µM; hits with a dose series show IC50 in µM; actives 0.39% (n = 320,000); in the data active means a potency from the dose series; inconclusive means inhibition mostly from about 82% at the one dose, without a potency; inactive means the rest, 99 in 100 with inhibition below about 76%;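 further: plate controls were DMSO cells for no effect and high antibiotic wells for full effect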
Salmonella PhoP GFP: Inhibition of PhoP regulon, Salmonella typhi GFP reporter cells, confirmation, 4 h (AID 1850). Salmonella Typhi PhoP-promoter GFP reporter, fluorescence, 4 h; higher % means a stronger effect. inhibition, % at 50 µM, or IC50 in µM where a hit was titrated. actives 0.33% (n = 310,000); in the data active means a potency from the dose series; inconclusive means inhibition mostly from about 25% at the one dose, without a potency; inactive means the rest, 99 in 100 with inhibition below about 19%;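 further: 0% = induced wells with vehicle and 100% = uninduced wells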
H37Rv inhibition: M. tuberculosis growth inhibition, HTS (AID 449762); M. tuberculosis H37Rv growth inhibition, 7H9 media; higher % means a stronger effect; inhibition, % at 25 µM; hits with a dose series show IC50 in µM; actives 0.59% (n = 330,000); in the data active means a potency from the dose series; inconclusive means inhibition above about 70% without an active follow-up result;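 further: bacterial growth assessed after seven days of incubation; strong numbers were not always called active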
H1N1 NS1A inhibition: NS1A inhibition, H1N1 influenza, cell based functional assay (AID 504329); NS1A functional cell-based assay, percent inhibition; higher % means a stronger effect; inhibition, % at 12.5 µM, or IC50 in µM where a hit was titrated; actives 0.3% (n = 340,000); in the data active means a potency from the dose series; inconclusive means inhibition above about 27% without an active follow-up result; further: strong numbers were not always called active
Starred values were filed as active, the others as inactive; i = inactive; ? = inconclusive; · = not tested or not shown.

item	SMILES	VEEV TC-83 Vero	tuberculosis growth	Salmonella PhoP GFP	H37Rv inhibition	H1N1 NS1A inhibition
1	COc1ccc(-c2noc(CCC(=O)N3CCN(c4ccccc4Br)CC3)n2)cc1	1.8%	·	·	·	-5.3%
2	O=C(c1c(Cl)nc2sccn12)N1CCCc2ccccc21	i	12.8%	4.9%	3.9%	-2.9%
3	CCS(=O)(=O)c1ccc(O)c(N2C(=O)C3C4C=CC(C4)C3C2=O)c1 (stereo not drawn)	0.2%	-2.9%	-10.2%	-6.8%	-2.0%
4	Cc1cccc(Nc2nc(CC(=O)O)cs2)c1	1.1%	10.9%	7.8%	-4.1%	-0.6%
5	O=C(NC(=S)Nc1cccc(-c2ccc(CO)o2)c1)c1cccs1	6.3%	41.1%	7.3%	-6.7%	14.0%
6	O=C(Cc1csc(NC(=O)Nc2cccc(Cl)c2)n1)NCc1cccnc1	8.1%	9.3%	1.6%	0.3%	-4.3%
7	COC(=O)c1ccc(NC(=O)c2ccc3c(c2)OCO3)cc1	1.4%	1.7%	4.7%	-0.2%	-4.4%
8	CC(C)NC(=O)c1ccc(CN2CCc3ccccc3C2)cc1	0.3%	·	3.7%	0.4%	-3.3%
9	Cc1cc(S(=O)(=O)N2CCOCC2)c(C)s1	2.1%	-16.5%	1.6%	-1.0%	-1.6%
10	CCCOP(=O)(OCCC)C(NC(=O)c1ccccc1)=C(Cl)Cl	0.5%	7.1%	-2.2%	-1.4%	-6.7%
11	Cc1ccc(NC2CCCN(C(=O)c3ccc(C)c(N4CCNC4=O)c3)C2)cc1C (stereo not drawn)	0.8%	9.8%	-9.8%	-5.0%	20.6%
12	COCCN(C(=O)C(C)C)c1nnc(-c2cccc(C)c2)s1	i	6.1%	-1.1%	-3.1%	4.2%
13	Cc1ccc(-n2nc3ccc(NC(=O)c4cccc([N+](=O)[O-])c4C)cc3n2)cc1	0.1%	-9.0%	-5.2%	-0.3%	-3.3%
14	CCOC(=O)[C@@H]1[C@H]2COc3ccccc3[C@@H]2N2C(=O)N(c3ccc(Cl)cc3)C(=O)[C@]12C	i	22.3%	-13.6%	2.5%	-12.1%
15	O=C1NC(Cc2c[nH]c3ccccc23)C(=O)N1Cc1ccc(CN2C(=O)NC(Cc3c[nH]c4ccccc34)C2=O)cc1 (stereo not drawn)	4.1%	49.1%	9.0%	?	-0.8%
16	CCOC(=O)c1c(-c2ccc(C)o2)csc1NC(=O)CSc1ncn[nH]1	1.6%	28.1%	0.2%	-1.7%	17.6%
17	COC(=O)c1cc(NC(=O)CN2CCOCC2)cc(C(=O)OC)c1	0.4%	-1.8%	-8.4%	2.3%	-15.4%
18	O=C(NN=Cc1ccc([N+](=O)[O-])cc1)C1CC1	3.2%	·	·	·	-6.1%
19	COc1cc(/C=C/C(=O)OCC(=O)NCCc2ccc(S(N)(=O)=O)cc2)ccc1OCC#N	0.3%	·	·	·	-1.5%
20	O=C(COC(=O)c1ccc2ncsc2c1)Nc1cc(Cl)ccc1F	8.1%	·	·	·	-5.2%
21	COc1cccc(/C=C/c2ccc3cccc(O)c3n2)c1	12.7%	?	1.8%	?	-13.6%
22	CC1CCN(C(=O)COC(=O)c2cccs2)CC1	0.4%	31.4%	·	6.2%	-3.9%
23	C/C(=N\NC(=O)c1cc(C)[nH]n1)c1cccs1	1.5%	-2.4%	10.0%	-7.2%	-4.9%
24	COc1ccc(CN2CCCC(C(=O)c3cccc(C(F)(F)F)c3)C2)cc1O (stereo not drawn)	0.3%	14.9%	-8.6%	0.5%	7.8%
25	CCCCN(C(=O)c1ccc(-c2ccc(Cl)cc2)o1)c1c(N)n(CC(C)C)c(=O)[nH]c1=O	0.2%	25.6%	·	-6.8%	-7.1%
26	O=C(O)CSc1nnc(-c2cccs2)n1-c1ccc(Cl)cc1	1.8%	25.4%	7.9%	-10.7%	8.4%
27	COC(=O)c1cc(=O)n(Cc2cccs2)c(=Nc2ccccc2)s1	3.5%	62.3%	4.2%	?	-22.0%
28	Cc1ccc(C#N)c(SCC(=O)Nc2nccs2)n1	4.2%	11.9%	12.2%	2.5%	-10.8%
29	O=C(NCc1ccccn1)c1cc(S(=O)(=O)N2CCN(c3ccccc3)CC2)ccc1Cl	i	12.6%	-5.4%	10.3%	-1.0%
30	CCCC(=O)Nc1ccc(Cl)c(NC(=S)NC(=O)c2ccco2)c1	2.0%	-9.8%	7.7%	3.7%	7.6%
31	COc1ccc(/C=C/C2=NN(Cc3ccccc3)C(=O)CC2)cc1	6.5%	0.7%	2.1%	53.0%	12.6%
32	CSc1ncccc1C(=O)OCC(=O)N(CC(C)C)c1c(N)n(Cc2ccccc2)c(=O)[nH]c1=O	6.1%	4.1%	-1.4%	-7.4%	-9.5%

Looked up by compound from the entries so far (3):
item	SMILES	VEEV TC-83 Vero	tuberculosis growth	Salmonella PhoP GFP	H37Rv inhibition	H1N1 NS1A inhibition
21	COc1cccc(/C=C/c2ccc3cccc(O)c3n2)c1	12.7%	?	1.8%	?	-13.6%
15	O=C1NC(Cc2c[nH]c3ccccc23)C(=O)N1Cc1ccc(CN2C(=O)NC(Cc3c[nH]c4ccccc34)C2=O)cc1 (stereo not drawn)	4.1%	49.1%	9.0%	?	-0.8%
9	Cc1cc(S(=O)(=O)N2CCOCC2)c(C)s1	2.1%	-16.5%	1.6%	-1.0%	-1.6%

Next part.
item	SMILES	VEEV TC-83 Vero	tuberculosis growth	Salmonella PhoP GFP	H37Rv inhibition	H1N1 NS1A inhibition
33	COc1cccc(-c2nnn(C/C(N)=N/O)n2)c1	1.3%	14.3%	-1.7%	-6.6%	-1.4%
34	O=C(NC1CCCCC1)c1csnn1	1.4%	·	·	·	-8.2%
35	Cc1ccc(N2CCN(/N=C/c3sccc3C)CC2)cc1	i	0.5%	3.5%	1.0%	32.3%
36	C=CC[C@@H](Cc1ccc(F)cc1)C(=O)OC[C@@H]1CCCN1C(=O)[C@@H](CC=C)CC(=O)N(CCO)Cc1ccccc1	3.0%	27.0%	·	6.3%	4.6%
37	Clc1ccc(Cn2ccc3ccccc32)cn1	i	9.2%	-9.8%	8.8%	-5.8%
38	CCOc1ccccc1C(=O)NC(C)c1ccc(-n2ccnc2)cc1 (stereo not drawn)	2.8%	9.6%	-10.6%	-7.8%	-8.3%
39	COc1ccccc1C(c1nnnn1C(C)(C)C)N1CCN(C(=O)c2ccco2)CC1 (stereo not drawn)	5.1%	2.5%	1.9%	-4.0%	-0.2%
40	O=C(CN1CCN(c2ccccc2)CC1)N1CCN(c2ccccc2)CC1	0.1%	18.6%	-4.6%	1.0%	5.1%
41	CCC(CC)C(=O)Nc1cccc(C(=O)NCc2ccco2)c1	0.1%	13.5%	6.7%	-3.6%	-3.6%
42	O=C(/C=C/c1ccco1)NC(=S)Nc1ccc(Cl)cn1	i	3.5%	2.1%	-10.0%	3.8%
43	CC1C(=O)N2CCCc3cc(NC(=O)C4CCCCC4)cc1c32 (stereo not drawn)	1.8%	2.9%	0.4%	10.0%	-8.0%
44	CC(C)CC(NC(=O)C(CC(C)C)NC(=O)OC(C)(C)C)C(N)=O (stereo not drawn)	1.9%	-3.5%	11.3%	-8.6%	-2.4%
45	CCc1cccc(CC)c1NC(=O)CO/N=C(\C)c1cccs1	6.0%	2.8%	0.3%	-4.3%	-5.4%
46	CSc1ccccc1NC(=O)c1onc(C)c1Cl	1.8%	4.6%	-12.6%	-6.7%	5.2%
47	COc1cccc(NC(=O)CN2CCSc3ccccc32)c1	2.5%	14.3%	-10.6%	5.7%	-12.5%
48	Cc1ccc(CNC(=S)NC2CCC(C(C)(C)C)CC2)cc1 (stereo not drawn)	1.1%	?	1.1%	13.0%	-9.6%

A section of the results above, for reference:
item	SMILES	VEEV TC-83 Vero	tuberculosis growth	Salmonella PhoP GFP	H37Rv inhibition	H1N1 NS1A inhibition
46	CSc1ccccc1NC(=O)c1onc(C)c1Cl	1.8%	4.6%	-12.6%	-6.7%	5.2%
47	COc1cccc(NC(=O)CN2CCSc3ccccc32)c1	2.5%	14.3%	-10.6%	5.7%	-12.5%
48	Cc1ccc(CNC(=S)NC2CCC(C(C)(C)C)CC2)cc1 (stereo not drawn)	1.1%	?	1.1%	13.0%	-9.6%

New compounds follow
item	SMILES	VEEV TC-83 Vero	tuberculosis growth	Salmonella PhoP GFP	H37Rv inhibition	H1N1 NS1A inhibition
49	O=C(NC(=S)Nc1ccccc1Cl)c1csnn1	1.3%	4.7%	-4.4%	3.8%	3.4%
50	O=C(CCc1ccc(S(=O)(=O)N2CCOCC2)cc1)NCCc1ccccn1	2.1%	-1.0%	2.8%	3.6%	7.2%
51	CCOc1ccc(-n2c(SCC(=O)Nc3ccccc3CC)nc3n[nH]c(C)c3c2=N)cc1	·	18.8%	-4.4%	-0.8%	·
52	CN(C)CCCN(C(=O)c1ccc(S(=O)(=O)N2CCCC2)cc1)c1nc2ccc(Br)cc2s1	9.7%	21.0%	8.9%	0.6%	-2.1%
53	O=C(Nc1cc2ccccc2oc1=O)c1ccccc1	2.4%	3.4%	6.2%	-0.9%	·
54	CCOC(=O)C(C)Oc1cccc2c(=O)n(CC(=O)Nc3ccc(OCC)cc3)ccc12 (stereo not drawn)	3.2%	12.6%	11.1%	0.8%	-0.3%
55	O=C(CN1CCC(C(=O)c2cccc(Cl)c2)CC1)Nc1ccc(C(=O)O)cc1	1.0%	-13.0%	8.5%	-2.7%	-11.4%
56	CC(C)C[C@@H](CSc1ccccc1)N1CCN(CCc2ccccc2)CCC1=O	2.0%	·	-3.2%	6.6%	10.0%
57	COc1ccc(NC(=O)CSCC(=O)N(C)CC(=O)Nc2cccc3ccccc23)cc1	1.9%	29.1%	3.2%	0.3%	-8.1%
58	C/C(=N\NS(=O)(=O)c1ccc([N+](=O)[O-])cc1)c1c[nH]c2ccccc12	1.2%	-2.3%	-6.0%	6.8%	-0.4%
59	O=C(Nc1ccc(Cl)cn1)C1CCN(c2ncnc3c2nc2n3CCCCC2)CC1	5.3%	56.9%	-18.3%	48.2%	-2.6%
60	Cc1ccccc1-c1nc(CS(=O)CC(=O)NCCCN(C)c2ccccc2)c(C)o1 (stereo not drawn)	i	42.6%	-21.8%	-0.6%	2.9%
61	Cc1ccc(/C=C/C(=O)N(Cc2cccs2)C2CCS(=O)(=O)C2)cc1 (stereo not drawn)	2.4%	11.6%	0.0%	3.9%	·
62	COc1ccc(CC(=O)Nc2nn(C)c3nc4c(C)cccc4cc23)cc1	i	4.5%	5.4%	-1.5%	·
63	Cc1c(C(=O)N2CCN(c3ccccc3F)CC2)sc2nc(-c3ccccc3)cn12	9.9%	26.2%	-7.2%	41.4%	4.5%
64	Cc1cc(=O)n(CCO)c(O)c1C#N	i	-2.1%	-6.9%	-5.9%	18.0%
65	Nc1nonc1C(=O)NCCNC(=O)c1cccc(Cl)c1	0.6%	-3.5%	14.7%	4.8%	-17.9%
66	COc1ccc(/C=C2\C(=O)NC(=S)N(C)C2=O)cc1C	1.4%	10.1%	8.6%	13.3%	-3.4%
67	CCn1ncc(CNC(=O)C2(C)CC2(Cl)Cl)c1C (stereo not drawn)	1.1%	-10.1%	-6.7%	-0.8%	-5.0%
68	COC(=O)c1ccc(NC(=O)Cn2nnc(-c3cccs3)n2)cc1	1.2%	10.8%	3.8%	1.8%	2.7%
69	Cc1cc2nc3c(=O)[nH]c(=S)[nH]c3nc2cc1NC(=O)C(F)(F)F	46.7%	-9.8%	-5.4%	0.8%	0.1%
70	O=C(O)c1cccc(NC(=O)c2ccc(N3C(=O)c4ccc(C(=O)Nc5cccc(C(=O)O)c5)cc4C3=O)cc2)c1	i	-13.7%	-4.9%	-5.8%	-2.0%
71	O=C1CN=C(Nc2ccc(Cl)cc2)N1c1ccccc1	0.6%	3.2%	6.5%	3.7%	3.1%
72	Cc1c(-n2c(=O)n(Cc3ccccc3)c(=O)c3[nH]cnc32)cccc1S(C)=O (stereo not drawn)	i	-23.1%	0.8%	3.4%	20.0%
73	Cc1ccccc1NS(=O)(=O)c1ccc(C(=O)N2CCCC(C(F)(F)F)C2)cc1 (stereo not drawn)	0.1%	-5.7%	-4.9%	-4.5%	9.5%
74	CC(C)(O)[C@H](O)COc1c2ccoc2cc2oc(=O)ccc12	0.3%	-8.8%	3.1%	-0.7%	-2.1%
